# Screening results (PubChem)
# TAG inh – inhibitors of triacylglycerol accumulation, primary screen, cell-based, uHTS, fluorescence, H9c2 | H9c2 cells, Nile Red lipid (TAG) fluorescence; cells loaded with 200 µM oleic acid | inhibition, % at 12.5 µM | 230,000 tested, 0.66% active;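 active = pattern-corrected inhibition of lipid staining of at least 50% with the nuclear-stain viability signal not falling by more than 50%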;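 note: 0% = DMSO wells and 100% = triacsin C control wells; some results filed as inactive read as strong as hits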
# TAG inh DAPI viability – further read-out of TAG inh, marked with its call; DAPI nuclei signal change (viability), lower = more cytotoxic, %;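 whole-well DAPI fluorescence read on a plate reader as a viability signal; minus 50 percent equals half of cells still viable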
# * marks the source's active call; other numbers are inactive results.
# Each structure is followed by: TAG inh | TAG inh DAPI viability
- CCOC(=O)N1CCC(NC(=O)c2sc(-n3cccc3)nc2C)CC1
  15 | -4
- O=C(c1ccc(Br)o1)N1CCCc2ccccc21
  -2 | -10
- O=C(NCCCC1CCCC1)C1CCC(=O)N(Cc2cccc(F)c2)C1 (configuration not stated)
  -2 | -11
- CC(C)CCC(=O)Nc1cc(S(=O)(=O)N2CCOCC2)ccc1N1CCCC1
  4 | -6
- CC(=O)c1ccc(OC2(C)CCN(Cc3ccccc3OC(F)F)C2)cc1 (configuration not stated)
  27 | -31
- COc1cc(CNc2ccc3[nH]c(=O)[nH]c3c2)ccc1OCC(=O)NC(C)(C)C
  6 | 5
- COc1ccc2c(c1)CCc1c(C(=O)N(C)c3ccccc3)noc1-2
  -1 | -3
- Cc1ccc(NC2=CC(=O)CCC2)cc1C
  9 | -5
- CCCCOC(=O)CCc1c(C)n[nH]c1C
  -5 | 5
- COc1ccc(CCNC(=O)c2ccc(CS(=O)(=O)c3ccc(Br)cc3)o2)cc1OC
  -17 | 14
- C[C@@H]1CN([C@H](C)CO)C(=O)CCCn2cc(nn2)CO[C@H]1CN(C)S(C)(=O)=O
  -3 | -2
- Cc1cc(C)c(OCC(=O)OCC(=O)NCc2cccs2)c(C)c1
  4 | -5
- O=C(/C=C/c1cccc([N+](=O)[O-])c1)OCC(=O)N1CCOCC1
  12 | -6
- Cc1cccc(N2CCN(C(=O)CCc3nc4ccccc4c(=O)[nH]3)CC2)c1C
  -6 | 2
- COCCCN1CC23C=CC(O2)C(C(=O)O)C3C1=O (configuration not stated)
  5 | -2
- CCOc1c(C)cc(S(=O)(=O)NCc2cccnc2)c(C)c1C
  5 | -6
- Cc1ccc(-n2nc3cc(C)c(N)cc3n2)cc1
  13 | 35
- CCOC(=O)c1c(C)[nH]c(C)c1C(=O)COC(=O)c1ccc(OC)cc1
  -33 | 10
- O=c1[nH]cc(N2CCCCCC2)c(=O)[nH]1
  6 | -4
- CC(=O)Nc1ccc(NC(=O)CS(=O)(=O)Cc2ccccc2)cc1
  21 | 4
- O=C(CNC(=O)c1ccc2ccccc2c1)NC1CCCCC1
  -2 | 9
- O=C(CN1CCN(C(=O)c2ccco2)CC1)Nc1ccc2c(c1)OCO2
  -5 | 2
- CCO[C@H]1OC(C(=O)N2CCOCC2)=C[C@@H](C2CC2)[C@@H]1CCCO
  -3 | -1
- Cc1onc(-c2ccccc2)c1C(=O)NCC1CCCO1 (configuration not stated)
  -17 | 2
- CC(C)(C)C1(O)CC(C(F)(F)F)=NN1C(=O)Cc1ccc([N+](=O)[O-])cc1 (configuration not stated)
  -11 | -17
- COc1ccc(-c2noc(CCC(=O)NCCCN3CCC(C)CC3)n2)cc1
  -1 | 6
- CCCCC(=O)Nc1cccc(NC(=O)c2cccnc2Cl)c1
  19 | -9
- CCOc1ccccc1NC(=O)c1cc(-c2ccccn2)nc2ccccc12
  16 | -1
- COc1ccccc1Nc1ncnc2nc[nH]c12
  19 | -6
- COC(=O)C1CCN(Cc2cn(-c3ccccc3)nc2-c2ccc3c(c2)OCO3)CC1
  7 | 7
- COc1ccc(-c2nnn(CCc3nn[nH]n3)n2)cc1
  -10 | 9
- CCc1ccccc1N=Cc1c(C)c(C#N)c2[nH]c3ccccc3n2c1=O
  -2 | -3
- CCn1c(O)c(N=NC(=O)Cc2csc(N3CCOCC3)n2)c2ccccc21
  -11 | 5
- O=C(NCc1cccnc1)C1CCC(CNS(=O)(=O)c2ccc(Cl)cc2)CC1 (configuration not stated)
  0 | -10
- CCCn1c(=O)[nH]c(=O)c2c1nc(-c1ccc(OC(F)(F)C(F)C(F)(F)F)cc1)n2CCOC (configuration not stated)
  29 | -11
- CCCS(=O)(=O)NC(=O)C1(C)CCCN(C(=O)c2cc(OC)c(OC)c(OC)c2)C1 (configuration not stated)
  2 | 1
- O=C(CNC(=O)c1ccc(Br)o1)NCc1ccc2c(c1)OCO2
  -9 | -3
- CC1CCN(C(C)C(=O)Nc2ccc(S(=O)(=O)N3CCCC3)cc2)CC1 (configuration not stated)
  -1 | -5
- O=C(C(=O)N1CC=C(c2ccccc2)CC1)c1c[nH]c2ccccc12
  -9 | 9
- COc1ccc(OC)c(C(=O)c2coc3cc(Br)c(O)c(Br)c23)c1
  2 | 3
- CCC(=O)NNc1cccc(Cl)n1
  16 | -4
- O=S(=O)(Nc1ccc(-c2nc3cccnc3s2)cc1)c1cccs1
  7 | 42
- CCN1CCN(c2nc(Nc3ccc(OC)cc3)nc(N)c2[N+](=O)[O-])CC1
  3 | 6
- CCCCNc1cc(=O)n(C)c(=O)[nH]1
  -4 | -6
- CCCCSc1nnc(NC(=O)CCc2ccccc2)s1
  -1 | 5
- CC1=C([N+](=O)[O-])C(c2ccccc2)NC(=O)N1 (configuration not stated)
  1 | 2
- CCOC(=O)c1c(NC(=O)/C=C\C(=O)O)sc(C)c1-c1ccccc1
  -11 | 0
- COc1ccc(N(CC(=O)Nc2cccc([N+](=O)[O-])c2C)S(C)(=O)=O)cc1OC
  5 | -7
- COc1ccc(S(=O)(=O)N2CCCCC2)cc1NC(=O)CN(C)C1CCCCC1
  -10 | -9
- O=C(COc1ccc(S(=O)(=O)N2CCCCC2)cc1)N1CCCCCC1
  -13 | 0

# Complete entries, quoted from the list. Screens in order: TAG inh	TAG inh DAPI viability
# CC1=C([N+](=O)[O-])C(c2ccccc2)NC(=O)N1 (configuration not stated) as listed: 1	2
# CCOC(=O)c1c(NC(=O)/C=C\C(=O)O)sc(C)c1-c1ccccc1 as listed: -11	0
# CCN1CCN(c2nc(Nc3ccc(OC)cc3)nc(N)c2[N+](=O)[O-])CC1 as listed: 3	6
# O=S(=O)(Nc1ccc(-c2nc3cccnc3s2)cc1)c1cccs1 as listed: 7	42
# COc1ccc(S(=O)(=O)N2CCCCC2)cc1NC(=O)CN(C)C1CCCCC1 as listed: -10	-9

# (continued)
# Each structure is followed by: TAG inh | TAG inh DAPI viability
- COc1ccc(NS(=O)(=O)c2cc(NC(=O)c3ccc(C)s3)ccc2N2CCOCC2)cc1
  15 | -14
- CCCc1[nH]nc2c1C(c1ccccc1OC)C(C#N)=C(N)O2 (configuration not stated)
  -2 | -15
- CCOc1ccc(S(=O)(=O)N2CCN(C(=O)c3ccc(C)c(S(=O)(=O)N4CCOCC4)c3)CC2)cc1
  -24 | 4
- Cc1noc(C)c1C(=O)N1CCC1(C)C(=O)NS(=O)(=O)c1cccs1 (configuration not stated)
  2 | 5
- CCC(=O)N1CCN(c2ccc(Cl)cc2NC(=O)c2cccc([N+](=O)[O-])c2)CC1
  -8 | -8
- COc1ccc(N2CCN(C(=O)c3ccc4nc(N5CCCCC5)sc4c3)CC2)cc1
  6 | -8
- O=C1c2ccccc2C(Nc2ccccc2)N1c1cccnc1 (configuration not stated)
  5 | -4
- COc1ccc(C(=O)OCCc2cc3ccccc3c(=O)o2)cc1
  -27 | 1
- Nc1ccc(S(=O)(=O)Nc2ccccn2)cc1
  6 | -1
- O=C(CSc1nc(O)c(-c2ccccc2)c(=O)[nH]1)N1CCOCC1
  -1 | 13
- Cc1noc(C)c1COc1ccccc1C(=O)NCCc1ccc(F)cc1
  2 | 0
- Cn1cc(S(=O)(=O)N2CCN(c3cccc(C(F)(F)F)c3)CC2)c(=O)n(C)c1=O
  9 | 3
- O=C(CCOc1ccccc1)Nc1ccc(Cl)c(S(=O)(=O)N2CCOCC2)c1
  -21 | -3
- Cc1ccccc1NC(=O)CON=C(N)c1ccccc1
  -6 | 5
- CCCCCc1c(O)nc(SCCN(CC)CC)[nH]c1=O
  17 | 2
- CCN(CC1CCCO1)C(=O)CCc1nnc(CCc2ccccc2OC)o1 (configuration not stated)
  5 | -7
- CCN1CCN(CCC(=O)Nc2ccc(Br)cc2)CC1
  3 | 8
- Cc1ccc(NC(=O)CN2C(=O)S/C(=C/c3ccncc3)C2=O)cc1
  -6 | 1
- COc1ccc(CCC(=O)Nc2nc3ccccc3[nH]2)cc1OC
  -2 | 11
- Cc1cc(C)c(C)c(S(=O)(=O)N2CCN(C(=O)c3cc(S(=O)(=O)N4CCOCC4)ccc3F)CC2)c1C
  12 | -5
- CCCn1c(N)c(NCCN2CCOCC2)c(=O)n(CC(=O)NCc2ccccc2)c1=O
  -3 | 3
- Cc1c(NC(=O)C(C)NCC2CCCO2)c(=O)n(-c2ccccc2)n1C (configuration not stated)
  10 | -10
- COc1cccc(C(O)c2ncc(-c3ccc(Cl)cc3)[nH]2)c1 (configuration not stated)
  -19 | 9
- Cc1ccc(-n2cccc2C(=O)NS(=O)(=O)c2ccc(C)cc2)cc1
  7 | 5
- CC(C)NC(=O)N(C)C[C@H]1Oc2c(NC(=O)Nc3ccc4c(c3)OCO4)cccc2C(=O)N([C@H](C)CO)C[C@@H]1C
  14 | -13
- Cc1nc(S(=O)(=O)Cc2ccc(Cl)cc2)nc2c1CCC2
  10 | -12
- Cc1cc2nc(-c3ccc4c(c3)CCC4)ccn2n1
  -3 | 4
- CCOc1ccc2nc(-c3ccccc3)nc(SCC(=O)OC)c2c1
  0 | 1
- C/C(N)=C(/C#N)C(=O)CSc1nc2cc(Cl)ccc2c(=O)n1Cc1ccco1
  -6 | 7
- CCc1c(C)[nH]c(=S)c(C#N)c1C
  -10 | 1
- COc1ccc(Nc2ccccc2N)cc1
  14 | -8
- Cc1occc1C(=O)N1CCCC(CO)(Cc2ccc(F)cc2F)C1 (configuration not stated)
  -13 | 0
- Cc1nn(-c2ccc(F)cc2)c(Cl)c1/C=N/NC(=O)c1ccc(O)cc1
  8 | -10
- NS(=O)(=O)c1ccc(CCNC(=O)C2CCCCN2S(=O)(=O)c2ccccc2)cc1 (configuration not stated)
  -6 | 7
- CCOc1ccc(N2C(=O)C3C(c4ccc(O)cc4)NC(CCSC)(C(=O)OC)C3C2=O)cc1 (configuration not stated)
  3 | -8
- CCN(CC)S(=O)(=O)c1cccc(NC(=O)COC(=O)c2ccc(Br)o2)c1
  -21 | 0
- Cc1nc2ccc(C(=O)N(C)Cc3ccco3)cn2c1N(C)CC1CCCCC1
  -6 | 1
- COc1ccc(OCc2cc(C(=O)N(C)C(C)c3ccon3)no2)c(Cl)c1 (configuration not stated)
  16 | -1
- Cc1ccsc1C(=O)Nc1cc(Cl)ccc1-n1cncn1
  6 | -3
- CCCCSc1nnc(-c2ccccc2)c2ccccc12
  1 | -3

# The closing 2 compounds of the part above open the next one:
# Each structure is followed by: TAG inh | TAG inh DAPI viability
- Cc1ccsc1C(=O)Nc1cc(Cl)ccc1-n1cncn1
  6 | -3
- CCCCSc1nnc(-c2ccccc2)c2ccccc12
  1 | -3
- COc1cccc(OC)c1OC(=O)C1CC(=O)N(c2ccc3c(c2)OCCO3)C1 (configuration not stated)
  7 | -5
- Cn1c(C(=O)O)ccc1S(=O)(=O)N(Cc1ccccc1)Cc1ccccc1
  -2 | 2
- COCCSc1ccccc1C(=O)N1CCN(c2ccccc2)CC1
  5 | -4
- COc1cccc(C2CC(c3c(-c4ccccc4)c4cc(Cl)ccc4[nH]c3=O)=NN2S(C)(=O)=O)c1OC (configuration not stated)
  0 | 8
- O=C(c1cc2c(s1)-c1ccccc1OC2)N1CCc2ccccc2C1
  -11 | 11
- CCS(=O)(=O)N1Cc2ccccc2CC1C(=O)Nc1nnc(C2CC2)s1 (configuration not stated)
  12 | 4
- Nc1nc(-c2ccc3c(c2)CCC(=O)N3)cs1
  -21 | 25
- CCOC(=O)c1ccc(S(=O)(=O)Nc2nc3cc(S(=O)(=O)NC4=NCCCCC4)ccc3s2)cc1
  -5 | 3
- CCOc1cccc(CN(CC)CC2CCCN(CCc3cccc(OC)c3)C2)c1O (configuration not stated)
  5 | 11
- Cc1ccc(NC(=O)Cn2sc3nc(C)cc(C)c3c2=O)c(Cl)c1
  8 | 3
- O=C(NCCc1ccccc1)c1cc(S(=O)(=O)N2CCCCC2)c[nH]1
  8 | -9
- Cc1ccc(S(=O)(=O)N2C[C@H]3C(=O)C[C@@H](c4ccccc4F)N(S(=O)(=O)c4ccc(C)cc4)[C@H]3C[C@H]2c2cccc3ccccc23)cc1
  29 | -10
- Cc1ccc(NC(=S)N2CCN(Cc3ccc4c(c3)OCO4)CC2)c(C)c1
  10 | 0
- O=C(CCCNC(=O)c1ccc(Cl)cc1)Nc1nccs1
  -6 | -5
- CCOC(=O)c1cc(NC(=O)SCC(=O)O)c(C)nc1C
  4 | -2
- CN(C(=O)COc1ccccc1)c1nnc(-c2cccnc2)s1
  -15 | 17
- COc1ccc(S(=O)(=O)Nc2ccc(F)cc2)c(C)c1C
  -24 | 5
- Cc1ccc(N(CC(=O)NC2CC3CCC2C3)S(C)(=O)=O)cc1C (configuration not stated)
  27 | -20
- Cn1c(Oc2ccccc2)c(C=O)c2ccccc21
  -20 | 0
- O=C(/C=C/c1cccc([N+](=O)[O-])c1)NCc1ccccc1
  -14 | -1
- CCc1nn2c(N(C)CCO)cc(C)nc2c1-c1ccc(F)cc1
  4 | 1
- S=C(Nc1cccc2ccccc12)Nc1cccc2ccccc12
  38 | -16
- Cc1cc(C(=O)NCc2cc(C(=O)O)co2)co1
  -9 | -3
- O=C(CN1CCCCC1)Nc1cccc(-n2cnnn2)c1
  9 | -13
- CC(C)(C)N1C(=O)c2ccccc2NC(=O)N1Cc1ccc(Br)cc1
  -11 | 14
- Cc1cccc(-n2ncc(Cl)c(Cl)c2=O)c1
  75* | -35*
- C=CCn1c(C)cc(C(=O)COc2nncc3ccccc23)c1C
  -12 | 1
- Cc1cc(Oc2ccc([N+](=O)[O-])cc2)nc(N2CCOCC2)n1
  0 | -1
- CCCCNC(=O)c1ccc2nc(CC)c(N(C)Cc3cccs3)n2c1
  -5 | -4
- CC(=O)N/N=C(\C)CCc1ccccc1
  -4 | 4
- CCN(CCn1cccn1)C(=O)CCc1nnc(-c2ccccc2)o1
  3 | 1
- CC(=O)c1cccc(OCC(=O)Nc2cccc(C(=O)Nc3c(C)n(C)n(-c4ccccc4)c3=O)c2)c1
  -7 | 8
- NC(=O)c1ccc(-n2nnnc2Oc2ccc(Br)cc2)cc1
  6 | 1
- Cc1cccc(NC(=O)c2ccc(Cl)c(NC(=O)c3ccncc3)c2)c1C
  2 | -12
- O=C(Nc1ccc2c(c1)OCO2)Nc1ccc(Cl)cc1Cl
  0 | -2
- CN(Cc1ccccc1F)c1nc(-c2cccs2)nc2ccccc12
  -14 | -2

# The list is partial, so the mix of outcomes need not match the whole.
